Screening results deposited in PubChem by several laboratories.
Autophagy mod – autophagy modulation, high-content screen; MEF GFP-LC3 puncta imaging; test concentration mostly 10 µM; 190,000 compounds, 0.98% hits; calls only at 10 µM (by protocol); AID 463193;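 active means percentage of spot-positive cells more than 3 SD above its plate mean, without a fluorescence outlier flag or 80% toxicity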;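 further: spot-positive cell cutoff set from DMSO-treated cells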
UTI89 phage lysis – protection from phage-mediated lysis, alamar blue read-out – E. coli UTI89, K1F phage, bacterial capsule biogenesis inhibitors (AID 488966) | E. coli UTI89 K1F phage lysis, alamar blue, 2 h; higher % means a stronger effect | inhibition, % at 100 µM; hits with a dose series show IC50 in µM | 340,000 compounds, 0.02% hits;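 active means phage lysis inhibition, versus mean bacterial control, above a set limit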;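 further: capsule biogenesis inhibitors block K1F phage lysis so surviving cells raise fluorescence; higher fluorescence means more inhibition of phage lysis; actives were called in the ten point dose series up to 300 µM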
bCat nuc transl – modulators of beta-catenin nuclear translocation. 190,000 compounds, 0.3% hits. nuclear translocation activity, % at 5 µM. HeLa beta-catenin nuclear translocation, immunofluorescence imaging. AID 1665;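 active means nuclear translocation activity above 50% at 5 µM, with a well cell count of 50 or more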;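 further: per-cell ratio of nuclear to cytoplasmic median beta-catenin stain intensity; plate controls were DMSO negative control for no effect and GSK-3 inhibitor IX positive control for full effect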
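Test system: human HeLa cells, endogenous beta-catenin. Times: 24 h compound exposure, 37°C. Measured by: beta-catenin immunofluorescence imaging with DAPI.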
M1AAP inhibition – malaria alanyl aminopeptidase activity blockers – biochemical, fluorogenic H-Leu-NHMec substrate, 1536-well (AID 1445); 220,000 compounds, 0.42% hits; one-dose inhibition, % at 30 µM; IC50 in µM for titrated hits; recombinant M1AAP, H-Leu-NHMec fluorogenic kinetic assay; higher % means a stronger effect;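 active means primary inhibition above the hit cutoff, then over 50% inhibition at one or more dose response concentrations, cut at about 23% in these data, passing the limit was not always enough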;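 further: plate controls were DMSO full reaction for no effect and no enzyme background for full effect; strong numbers were not always called active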
MT stabilize HCS – microtubule stabilizers in HeLa cells; % tubulin-high responders, % at 10 µM; AID 2205; 200,000 compounds, 0.83% hits; HeLa tubulin immunostaining HCS, 24 h; share of cells brighter than vehicle mean+2SD;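 active means plate Z-score above 3 for both tubulin-high and condensed-nucleus cell shares, with cell loss under 80%, at 10 µM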;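 further: anti alpha tubulin signal scored within the nucleus-defined area of each cell; some results filed as inactive read as strong as hits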
P. falciparum M17LAP – P. falciparum M17LAP inhibitors, primary screen, biochemical, fluorogenic H-Leu-NHMec substrate, 1536-well (AID 1619); inhibition, % at 30 µM, or IC50 in µM where a hit was titrated; 220,000 compounds, 0.38% hits; recombinant M17LAP, H-Leu-NHMec fluorogenic kinetic assay; higher % means a stronger effect;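 active means compound inhibiting the enzyme by more than half at any dose during confirmatory dose-response retesting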;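 further: plate controls were full reaction with DMSO carrier for no effect and no enzyme background for full effect; strong numbers were not always called active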
Dynein transport – dynein cargo transport inhibition | 3617.4 mouse cells, GR-EGFP nuclear translocation imaging; test concentration mostly 20 µM; stimulated with dexamethasone, 1 µM; stronger effect = lower value | 220,000 compounds, 0.47% hits | z-score, hits read low;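 active means plate z-score of nuclear minus cytoplasmic receptor signal below a set negative limit, without overly bright fluorescence or cell loss, cut at about -3.5 in these data, passing the limit was not always enough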;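 further: z-score of nuclear minus cytoplasmic ring GR-EGFP intensity difference per well; some compounds called inactive have numbers as strong as hits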
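Buffer or medium – tet-free medium with charcoal-stripped serum · Signal – automated 10x imaging of fixed Hoechst-stained cells · Also added – dexamethasone agonist, 1.0 µM final, for 30 min · Incubation – induction 48 h, compound 1 h, agonist 30 min · Read-out – GR-EGFP nuclear translocation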
Insulin prom up – MIN6 insulin promoter up-regulation | z-score at 5 µM | MIN6 insulin promoter-GFP reporter, high-content imaging; stronger effect = higher value | 190,000 compounds, 0.3% hits;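 active means z-score above 3 at 5 µM with at least 500 cells counted in the well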
CSM14.1 death rescue – rescue of cells from ER stress-induced death, primary screen, 384-well, CSM14.1, thapsigargin, ATP luminescence (AID 1222); CSM14.1 thapsigargin-induced death rescue, ATP luminescence; higher % means a stronger effect; cellular ATP content (survival), % at 20 µM; hits with a dose series show EC50 in µM; 190,000 tested, under 10 active;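 active means EC50 below 50 µM in the dose-response confirmation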;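 further: death triggered by thapsigargin at about 15 µM added after 2 h compound pretreatment; cell ATP read after overnight thapsigargin exposure of roughly 18 to 22 hours; normalized against plate controls of thapsigargin alone and 5% DMSO vehicle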
Dynein transport cytoplasmic EGFP – recorded beside Dynein transport, whose call it bears; z-score; measured here: cytoplasmic GR-EGFP intensity; stronger effect = higher value
Dynein transport nuclear GR-EGFP – further read-out of Dynein transport, marked with its call; z-score; measured here: nuclear GR-EGFP intensity;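 lower value marks the stronger effect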
Dynein transport cell count – second read-out of Dynein transport, no call of its own (marks repeat the call); z-score; measured here: cell count per field
Insulin prom up cell count – also measured in Insulin prom up; calls as there; cell count; measured here: cytotoxicity, nuclei count;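 total cells summed across four imaged fields per well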
bCat nuc transl cell count 5 µM – recorded beside bCat nuc transl, whose call it bears; cell count; measured here: cell count, cytotoxicity flag
MT stabilize HCS Hoechst-high % – second read-out of MT stabilize HCS, no call of its own (marks repeat the call); % Hoechst-high responders; measured here: nuclear condensation Hoechst responders;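 share of cells brighter than vehicle mean plus two SD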
MT stabilize HCS cytotoxicity % – further read-out of MT stabilize HCS, marked with its call; toxicity, %; measured here: cytotoxicity by cell density;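 0% = mean cell density of plate MIN control wells and 100% = no cells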
Autophagy mod cell loss 18 h – also measured in Autophagy mod; calls as there; toxicity, %; measured here: cell loss, nuclei count;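 cell loss after 18 h compound exposure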
* = called active by the depositor; i = inactive; x = not tested or not shown; + = active, no number; [ ] = dose if it differs, or a comment.

SMILES	Autophagy mod	Autophagy mod cell loss 18 h	UTI89 phage lysis	bCat nuc transl	bCat nuc transl cell count 5 µM	M1AAP inhibition	MT stabilize HCS	MT stabilize HCS Hoechst-high %	MT stabilize HCS cytotoxicity %	P. falciparum M17LAP	Dynein transport	Dynein transport cytoplasmic EGFP	Dynein transport nuclear GR-EGFP	Dynein transport cell count	Insulin prom up	Insulin prom up cell count	CSM14.1 death rescue
Cc1ccc(OCC(=O)c2cc(C)n(C)c2C)c([N+](=O)[O-])n1	i	-8	-0.8%	-1.2	939	3%	3.6	2.3	1.5	10%	0.027	-0.29	-0.43	0.037	0.6	1358	1.1%
O=C(N/N=C/c1ccc([N+](=O)[O-])o1)C(O)c1ccccc1 (stereo unspecified)	x	x	0.8%	0.5	1249	10%	x	x	x	12%	0.7	-0.27	0.92	-0.25	-0.66	913	x
CC(C)NC(=O)c1cccc(Cn2cc(Cl)cn2)c1	x	x	0.3%	0.0	1398	9%	2.1	2.7	7.3	2%	-0.25	-0.22	0.18	0.14	0.66	1543	-0.6%
c1ccc(-c2cn3nc(-c4ccccc4)c(-c4ccccc4)nc3n2)cc1	+	-0.5*	0.7%	0.3	1376	6%	1.2	1.4	7.9	-8%	-0.36	4.3	0.49	0.045	3	1598	0.2%
COc1ccc(C(=O)N2CCC(C(=O)Nc3ccc(OC)c(OC)c3)CC2)cc1	i	-53	0.4%	-3.5	820	2%	7.0	1.5	3.9	1%	0.00091	-0.37	0.3	0.3	-0.23	968	-0.9%
Cc1noc(C)c1CSc1nc2sc(C)c(C)c2c(=O)n1-c1ccccc1	i	2	2.2%	x	x	-1%	2.0	2.0	7.1	-6%	0.42	-0.11	0.41	0.22	-1.8	1234	-2.3%
Cc1ccc(S(=O)(=O)N2CCN(C(=O)c3cc(=O)[nH]c4ccccc34)CC2)c(C)c1	i	-2	0.6%	x	x	9%	1.8	1.2	5.7	3%	1.7	-0.27	1.1	-0.35	-0.17	1087	x
CCCCCn1cnc2sc(CC)cc2c1=O	i	-1	0.1%	0.8	530	6%	1.9	2.8	4.1	-2%	0.13	-0.18	0.21	0.026	0.47	1364	-5.3%
CN(C)c1ccc(C=Nc2cnn(C)c2C(N)=O)cc1	i	-2	0.1%	-3.8	1181	9%	5.2	3.3	7.7	7%	0.54	-0.13	0.64	0.18	x	x	4.2%
Cc1sc(NC(=O)c2ccco2)c(C(c2ccc(F)cc2)N2CCN(C)CC2)c1C (stereo unspecified)	i	-6	0.7%	-1.1	1107	12%	2.9	2.7	8.1	9%	0.0043	-0.08	-0.13	-0.22	-0.43	1217	x
COc1cc(=O)n(C)c2c(O)cccc12	i	16	0.6%	0.2	970	0%	2.0	1.0	0.6	5%	0.93	-0.27	0.71	-0.45	-0.07	1301	-0.3%
C=CCNC(=O)CN1CCC(O)(c2ccc(F)cc2)CC1	i	6	0.5%[50 µM]	-4.0	885	-1%	4.4	3.0	5.8	-2%	-0.46	-0.16	0.059	-0.62	1.8	1403	-1.8%
CCOc1nc(NCCN2CCOCC2)nc(NC(C)C)n1	i	-7	-0.5%	-1.6	1234	-2%	3.2	2.0	5.3	-2%	-1.6	-0.26	-0.77	0.75	-0.02	1263	0.6%
O=C(CSc1nnc(-c2ccncc2)o1)NC1CCCCC1	i	-1	0.2%	-3.0	1094	3%	1.7	0.9	4.4	-4%	-0.4	-0.41	-0.24	1.6	x	x	1.1%
Cc1cc([N+](=O)[O-])ccc1NC(=O)Nc1ccccc1F	i	-5	0.0%	0.4	984	6%	3.8	3.3	5.7	-4%	0.21	-0.21	0.81	-0.76	-1	1515	-1.3%
Cn1c(=O)[nH]c(=O)c2c1nc(N1CCOCC1)n2CC(O)COc1ccccc1 (stereo unspecified)	i	-9	0.8%	6.0	935	3%	3.8	3.1	0.8	-3%	0.0008	-0.16	0.0023	0.2	-0.19	1391	1.9%
COc1cc(OC)c(C2CC(=O)N3CN(c4ccccc4)CSC3=C2C#N)cc1OC (stereo unspecified)	i	-8	-0.1%	-0.9	952	14%	5.3	2.7	5.8	-1%	2.9	-0.087	1.9	-2.1	-0.23	1381	-2.0%
Cc1sc(NC(=O)COc2cccc(-n3cnnn3)c2)c(C#N)c1C	i	-4	0.4%	0.3	986	3%	3.9	2.5	5.1	-1%	0.65	-0.23	0.89	-0.63	-0.32	1141	1.0%
COC(=O)n1c(=O)oc2ccc(S(=O)(=O)N3CCCCC3)cc21	x	x	0.6%[50 µM]	-2.7	1175	7%	x	x	x	2%	-0.51	-0.21	-0.46	-0.16	-0.51	1495	x
COc1ccccc1N1CCN(C(=O)N2CCOCC2)CC1	i	-8	0.5%	x	x	11%	2.3	1.7	5.5	11%	-0.25	-0.17	0.46	-1.8	0.5	1172	-2.6%
O=C(CSc1nnnn1-c1ccccc1)Nc1ncc(Cc2cccc(Cl)c2Cl)s1	i	-4	0.3%	-2.4	500	7%	3.5	3.0	12	-7%	0.094	-0.22	0.089	0.29	0.03	1256	-2.1%
O=c1oc2ccccc2cc1-c1ccc(O)cc1O	i	-1	-8.0%	-2.2	583	8%	1.3	1.9	5.5	-2%	-0.89	-0.19	-0.83	1.1	-0.03	1282	0.9%
Clc1cccc(Cl)c1CSc1nnc2ccccn12	i	28	1.1%[50 µM]	-0.5	1088	1%	5.1	1.9	11	-3%	0.84	-0.26	0.58	-0.75	-0.06	1571	1.2%
Cc1ccc(NCc2ccco2)cc1C	i	0	0.0%	-0.9	1062	x	2.2	1.7	4.0	x	-0.17	-0.33	0.39	0.36	0.08	1448	-2.3%
NC(=O)c1nn(-c2ccccc2)nc1NC(=O)CN1CCOCC1	x	x	0.0%	-0.7	1388	6%	x	x	x	-5%	0.49	-0.049	1.3	-1.4	-0.82	1026	x

Later entries.
SMILES	Autophagy mod	Autophagy mod cell loss 18 h	UTI89 phage lysis	bCat nuc transl	bCat nuc transl cell count 5 µM	M1AAP inhibition	MT stabilize HCS	MT stabilize HCS Hoechst-high %	MT stabilize HCS cytotoxicity %	P. falciparum M17LAP	Dynein transport	Dynein transport cytoplasmic EGFP	Dynein transport nuclear GR-EGFP	Dynein transport cell count	Insulin prom up	Insulin prom up cell count	CSM14.1 death rescue
CCCc1nn(C)c(C(=O)Nc2ccc(C)c(C)c2)c1Cl	i	2	0.3%	-1.1	570	-4%	3.4	2.3	11	-4%	0.19	-0.21	0.19	-0.88	-0.11	1315	-0.5%
CCCCNC(=O)Cc1ccc(C)cc1	i	-1	2.8%	-1.1	1006	6%	6.3	2.4	7.8	0%	-0.34	-0.21	-0.17	-0.012	0.14	1319	-1.8%
COc1ccccc1-c1coc2cc(OC(=O)/C=C/c3ccccc3)ccc2c1=O	i	0	1.3%[50 µM]	-0.3	1115	-2%	2.4	2.5	10.0	-5%	0.023	-0.26	-0.035	0.33	-0.13	1456	-2.0%
COc1cccc(N2CC(=O)Nc3c(oc4nc(-c5ccccc5)cc(C)c34)C2=O)c1	x	x	-0.8%	0.7	1269	2%	x	x	x	4%	0.22	-0.13	-0.14	-0.82	-0.12	1159	x
Cc1cnc(C)c(N2CCN(Cc3nc(-c4ccccc4)no3)CC2)n1	i	-6	0.0%	1.3	1075	x	3.1	2.3	5.8	x	0.31	-0.24	0.69	0.31	x	x	-0.3%
CCC1(C)Cc2ccccc2-c2nc3n(c(=O)c21)CCS3 (stereo unspecified)	i	10	-2.3%	-0.7	1001	6%	3.0	3.0	1.1	40%	2	-0.23	0.61	-1.2	0	1331	-0.5%
Cc1ccc(NC(=O)c2ccc3c(c2)S(=O)(=O)c2ccccc2C3=O)cc1S(=O)(=O)N1CCOCC1	x	x	0.3%	-0.9	1349	3%	x	x	x	-4%	-1.5	-0.21	-0.23	0.79	0.29	1033	x
COc1ccc(C(=O)NNC(=O)CSc2nnc(-c3cccnc3)o2)cc1	i	15	0.1%	-0.2	1398	x	2.9	0.8	2.2	x	0.9	-0.29	1.1	-0.3	0.8	1595	-2.0%
CCOC(=O)c1ccccc1N/C=C1\CCCC1=O	i	8	0.4%	-1.6	857	5%	5.6	4.7	7.9	-10%	-0.9	-0.061	-0.28	0.027	-0.14	1181	2.0%
Cc1ccc2c(N)c(C#N)sc2n1	i	-6	0.1%	-3.0	1171	2%	2.3	1.1	3.0	7%	-1.3	-0.029	-0.44	1.2	1.4	1158	-1.0%
CCN1CCCC1CNC(=O)c1cc2c(-c3ccc(Cl)cc3)nn(C)c2s1 (stereo unspecified)	+	17*	4.9%	x	x	5%	3.6	1.3	4.7	-37%	1.9	0.31	1.4	-1.3	-1.9	837	-1.9%
CCC(O)c1c(-c2ccccc2)nn(C)c1Cl (stereo unspecified)	i	-1	0.4%	-4.3	1115	-6%	2.2	2.6	6.3	-14%	-0.21	-0.27	0.065	-0.27	-0.12	1320	-1.2%
COc1ccccc1N1CCN(C(c2cccs2)C(C)NC(=O)c2ccncc2)CC1 (stereo unspecified)	x	x	0.7%[50 µM]	0.4	1371	3%	x	x	x	13%	-0.14	-0.21	0.3	0.97	0.71	1059	x
CC1CN(C(=O)COC(=O)c2c(Cl)cccc2Cl)CC(C)O1 (stereo unspecified)	i	-5	-0.1%	-0.4	1081	3%	3.5	2.9	4.8	-1%	-1.2	-0.28	-0.75	1.3	-0.21	1131	-0.9%
O=C1CN(C(=O)c2cccc(S(=O)(=O)N3CCCC3)c2)c2ccccc2N1	x	x	0.3%	0.2	1309	9%	x	x	x	-9%	0.25	-0.7	0.34	-0.37	-0.39	1135	x
